# BAZ2B block = blocks human BAZ2B; AID 504333; actives 4.4% (n = 360,000); Q9UIF8; AlphaScreen BAZ2B-H3K14Ac peptide displacement; Potency, µM (highest dose often 114 µM), inactives show at the highest dose activity change, negative = inhibition, actives largely listed as inhibitors; further: on the % scale 0 is the no-effect control and ±100 the full control effect; nearly all actives have a fitted effect of over 60% in size
#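 Compounds, titrated to a top concentration of 110 uM, were incubated 30 min at room temperature with preformed BAZ2B/acetyl-K14 H3 peptide complex (50 nM each). Proximity signal was measured by AlphaScreen after 20 min with beads.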
# APE1 inh = APE1 (human) endonuclease inhibition | recombinant APE1, TAMRA/BHQ-2 abasic DNA cleavage fluorescence | P27695 | actives 0.35% (n = 350,000) | Potency, µM (top dose mostly 65.8 µM), for the others: at the top dose activity change, negative = inhibition, usual class: inhibitors;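 further: plate controls were vehicle for no effect and reference inhibitor for full effect; nearly all actives have a fitted effect of over 55% in size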
# Target sequence (P27695 whole entry, looked up): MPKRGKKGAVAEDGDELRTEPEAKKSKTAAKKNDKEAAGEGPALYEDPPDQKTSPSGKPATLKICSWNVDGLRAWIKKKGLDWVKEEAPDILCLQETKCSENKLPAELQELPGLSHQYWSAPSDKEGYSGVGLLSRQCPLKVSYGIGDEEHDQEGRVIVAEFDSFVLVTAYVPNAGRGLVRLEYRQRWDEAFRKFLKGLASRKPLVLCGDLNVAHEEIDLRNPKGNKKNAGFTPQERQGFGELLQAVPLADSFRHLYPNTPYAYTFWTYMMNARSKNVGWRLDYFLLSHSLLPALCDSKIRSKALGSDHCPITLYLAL
#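 0.75 nM APE1 + cpd, 15 min RT; start w/ 50 nM TAMRA/BHQ-2 THF-abasic dsDNA; kinetic fluor 525/598 nm ×3 reads @60 s; Δ(read3−read1); normalized to DMSO and NSC13755 control wells.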
# Pol eta inh = blocks human DNA polymerase eta activity | recombinant Pol eta, fluorescent DNA replication assay | Potency, µM (series often up to 114 µM), inactives show at the top dose activity change, negative = inhibition, hits mostly inhibitors | actives 1.2% (n = 390,000) | AID 588591 | Q9Y253; further: on the % scale 0 is the no-effect control and ±100 the full control effect
#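 Fluorescent replication assay: 50 nM final substrate added after a 15 min room-temperature compound preincubation with 10 nM enzyme. Signal taken at 0 min and again at 10 min.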
# Pol iota inh = inhibitors of human DNA polymerase iota; actives 1% (n = 390,000); Q9UNA4; Pol iota fluorescent replication assay, 10 min; Potency, µM (top dose mostly 115 µM), inactives show at the highest dose activity, negative = inhibition, hits mostly inhibitors
#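 Pol iota at 10 nM preincubated 15 min with compounds at room temperature; reaction started with fluorescent substrate, 50 nM final. Fluorescence read kinetically at 0 and 10 min; buffer-only wells as negative control.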
# Pol kappa inh = blocks human DNA polymerase kappa activity | Q9UBT6 | purified Pol kappa, fluorescent DNA synthesis assay, 10 min | Potency, µM (highest dose often 107 µM), inactives show at the highest dose activity, negative = inhibition, most hits filed as inhibitors | actives 0.53% (n = 400,000) | AID 588579; further: on the % scale 0 is the no-effect control and ±100 the full control effect
#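 10 nM Pol kappa preincubated 15 min at room temperature with compounds, then reaction started with substrate at 50 nM final. Fluorescence read kinetically at 0 and 10 min; buffer-only wells served as negative control.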
# POLB inh = blocks human DNA polymerase beta activity; P06746; Pol beta primer extension/strand displacement, fluorescence kinetic; Potency, µM (doses to about 114 µM), for the others: at the top dose activity change, negative = inhibition, actives largely listed as inhibitors; actives 1.3% (n = 340,000); AID 485314; further: on the % scale 0 is the no-effect control and ±100 the full control effect
#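 Enzyme-only controls used 10 nM Pol beta; buffer lacking enzyme served as negative control. Compound preincubated 15 min, then 50 nM substrate added; 0 and 10 min reads at room temperature.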
# G9a block = blocks human histone lysine methyltransferase G9a | AID 504332 | G9a H3K9 monomethylation, AlphaScreen, 2 h | Potency, µM (highest dose often 102 µM), for inactives: at the top dose activity, negative = inhibition, most hits filed as inhibitors | actives 8.8% (n = 350,000); further: on the % scale 0 is the no-effect control and ±100 the full control effect; nearly all actives have a fitted effect of over 75% in size
# Target sequence (Q96KQ7 913-1193 limits assumed): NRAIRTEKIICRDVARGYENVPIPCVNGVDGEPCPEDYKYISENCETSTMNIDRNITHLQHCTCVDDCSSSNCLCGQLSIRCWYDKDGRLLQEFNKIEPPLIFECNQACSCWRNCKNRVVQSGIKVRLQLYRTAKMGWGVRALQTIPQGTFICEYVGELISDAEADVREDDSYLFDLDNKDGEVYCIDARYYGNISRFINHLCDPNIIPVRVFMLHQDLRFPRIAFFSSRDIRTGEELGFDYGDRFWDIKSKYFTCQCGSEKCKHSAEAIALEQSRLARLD
#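 Step 1: enzyme (final 20 nM) with compound, 15 min RT. Step 2: substrate peptide 500 nM and SAM 20 uM, 2 h RT. Step 3: anti-H3K9me1 antibody and AlphaScreen beads, 10 min, then plate read.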
# BLM inh = blocks DNA unwinding by human BLM helicase; P54132; recombinant BLM DNA unwinding, fluorescence dequenching; Potency, µM (doses to about 56.1 µM), without a hit: at the highest dose activity change, negative = inhibition, hits mostly inhibitors; actives 0.2% (n = 350,000); AID 2528;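 further: plate controls were vehicle for no effect and no enzyme for full effect; nearly all actives have a fitted effect of over 35% in size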
# JMJD2A Tudor inh = blocks the human JMJD2A Tudor domain; AlphaScreen JMJD2A-Tudor / H3K4me3 peptide binding; Potency, µM (series often up to 114 µM), for inactives: at the highest dose activity change, negative = inhibition, usual class: inhibitors; actives 4.4% (n = 390,000); further: on the % scale 0 is the no-effect control and ±100 the full control effect; nearly all actives have a fitted effect of over 50% in size
# * = called active by the depositor; ? = inconclusive; . = not tested or not shown; [ ] = remark or other dose. The call rests on the fitted dose curve; in most records, active means well fitted curve in the direction sought with a large enough effect; inconclusive means small, poorly fitted or top-dose-only effect, or another doubt; inactive means no such curve, though single readings can be large; an effect the other way counts as inactive or inconclusive. Potency means the concentration at half of the fitted maximal effect.
SMILES,BAZ2B block,APE1 inh,Pol eta inh,Pol iota inh,Pol kappa inh,POLB inh,G9a block,BLM inh,JMJD2A Tudor inh
COc1cc(OC)cc(C(=O)Nc2ccc(C(=O)c3ccncc3)cc2)c1,0%,42%,-1%,9%,-9%,0%,77%[activator],-4%,-30%
CC(=O)NC1CC2CCCC(C1)N2C(=O)Nc1ccccc1 (configuration not stated),11%,-3%,8%,10%,6%,23%,-10%[59 µM],-2%,-9%
CCOC(=O)C1CCN(C(=O)C2CCN(c3nc4ccc(OC)cc4s3)CC2)CC1,-30%,-1%,1%,40%[activator],-18%,2%,-4%[12.7 µM],0%,-4%
CCOC(=O)CNC(=O)C(=O)c1c(O)[nH]c2ccccc12,-4%,-4%,0%,17%,-15%,0%,-6%[12.7 µM],-2%,50µM*
Cc1cc(C)n(-c2ccc(C(=O)O)cc2)n1,6%,5%,-14%,3%,-2%,26%,3%[59 µM],8%,0%
Cc1cc(C)n(CC(O)COc2ccccc2C(=O)Nc2ccccc2)n1 (configuration not stated),-2%,-3%,-10%,6%,-8%,2%,6%,-1%,-10%
Cc1ccc(C(=S)N2CCN(Cc3ccccc3)CC2)cc1,?,5%,-22%,62%[activator],-3%,15%,?,-7%,-21%
CC(C)C(c1nnnn1Cc1ccc(F)cc1)N1CCN(C2CCCCC2)CC1 (configuration not stated),3%,1%,-21%,-3%,-6%,-11%,13%,1%,-1%
Cc1ccc(Cn2c(C)c(CNCC(C)c3ccccc3)c(C(=O)O)c2C)cc1 (configuration not stated),?,.,-19%,18%,-9%,24%,-4%[59 µM],0%,-31%
CC(C)(C)c1cc[n+](-c2[nH]c(=O)sc2/C=N/N=C(\[O-])c2cccnc2)cc1,3%,50%[activator],-23%,40%,-2%,-21%,?,-4%,-16%
O=C1c2ccccc2C(=O)N1Cc1nc(-c2ccccc2)no1,26%,-2%,2%,0%,-1%,22%,20%,0%,-8%
Nc1nc(NCCCN2CCOCC2)nc(Nc2ccccc2F)c1[N+](=O)[O-],-4%,-8%,1%,8%,-12%,?,-34%,-5%,-27%
COc1ccc2cc3c(N)nn(C(=O)Cc4ccc(Cl)cc4)c3nc2c1,10%,10%,0%,23%,13%,9%,21%,-3%,-23%
CCCC1Oc2ccccc2C(=O)N(CC(=O)c2ccc3c(c2)OCCO3)C1=O (configuration not stated),-1%,3%,?,40%[activator],-6%,27%,-2%,-10%,-19%
Cc1ccc2occ(CC(=O)Nc3c(C)cccc3C)c2c1,-31%,.,-4%,?,-13%,17%,-8%[59 µM],0%,-10%
Cc1oc(-c2ccccc2F)nc1CS(=O)(=O)CC(=O)NCCCN(C)C1CCCCC1,5%,16%,-25%,15%,-7%,5%,0%[0.0925 µM],6%,-12%
Cc1cc(C)nc(SCCN(C)C)n1,-10%,17%,-9%,-9%,-3%,20%,.,4%,10%
O=S(=O)(c1ccc(-n2cnnn2)cc1)N1CCC(N2CCCCC2)CC1,23%,?,2%,-21%,-14%,-27%,-42%,6%,-6%
CCCC(=O)NNC(=O)CCC(=O)NCc1ccccc1,-23%[57.1 µM],-8%,5%,-6%[58.9 µM],-2%,6%,-44%,1%,-13%
CC(NC(=O)c1cc2sccc2n1C)c1ccc2c(c1)OCCO2 (configuration not stated),?,7%,-15%,-6%,-9%,7%,?,2%,?
CCc1ccc(-n2nc3ccc(NC(=O)c4ccc5c(c4)OCO5)cc3n2)cc1,?,-1%,-20%,30%[activator],-14%,6%,?,-3%,7%
CCC(=O)N1CCc2cc(S(=O)(=O)CCC(=O)Nc3ccc(OC(F)(F)F)cc3)ccc21,.,.,-8%,6%,-8%,-9%,?,-3%,-13%
CCOC(=O)c1cc2c(ccn2C)n1CC(=O)N1CCN(c2cccc(C(F)(F)F)c2)CC1,?,?,?,-24%,-19%,7%,22%[59 µM],3%,-17%[57.1 µM]
CC1=Nc2ncnn2C(c2ccccc2)/C1=N\O (configuration not stated),?,-1%,-1%,5%,-3%[60.1 µM],0%,50µM*,1%,-12%
O=C1c2nc3ccccn3c2C(=O)N1Cc1ccccc1,-5%,1%,-1%,-6%,-5%,11%,-23%[59 µM],-3%,-7%

# Reformatted with tabs: 2 of the compounds above
SMILES	BAZ2B block	APE1 inh	Pol eta inh	Pol iota inh	Pol kappa inh	POLB inh	G9a block	BLM inh	JMJD2A Tudor inh
CCC(=O)N1CCc2cc(S(=O)(=O)CCC(=O)Nc3ccc(OC(F)(F)F)cc3)ccc21	.	.	-8%	6%	-8%	-9%	?	-3%	-13%
CCOC(=O)c1cc2c(ccn2C)n1CC(=O)N1CCN(c2cccc(C(F)(F)F)c2)CC1	?	?	?	-24%	-19%	7%	22%[59 µM]	3%	-17%[57.1 µM]

# New compounds follow.
SMILES,BAZ2B block,APE1 inh,Pol eta inh,Pol iota inh,Pol kappa inh,POLB inh,G9a block,BLM inh,JMJD2A Tudor inh
CC(=O)C1=C(C)NC(=O)NC1c1cccc(O)c1 (configuration not stated),7%,?,-4%,3%,-21%,10%,4%[12.7 µM],-6%,1%
CN(C)c1ccc(NS(=O)(=O)c2cc3c4c(c2)CC(=O)N4CCC3)cc1,45µM*,0%,-3%,38%[activator],-29%,65%,.,-3%,?
CCS(=O)(=O)c1ncc(Cl)c(C(=O)N2CCN(c3cccc(Cl)c3)CC2)n1,-11%,.,-11%,-20%,0%,-25%,13µM*,-8%,-31%
COCCN(C(=O)c1ccc(OCC(C)C)cc1)c1c(N)n(Cc2ccccc2)c(=O)[nH]c1=O,-1%,3%,8%,30%,-6%,.,35µM*,.,-8%
Cc1ccc(Cn2cnc3ccccc32)cc1C,5%,7%,-21%,-2%,-13%,6%,-9%[59 µM],-1%,-9%
COc1ccc(-c2c(-c3ccccc3)c(C(=O)C(=O)NCCCN(C)C)n3ccc4cc(OC)c(OC)cc4c23)cc1OC,?,-37%,?,102%[activator],?,-41%,-12%,36%[activator],?
O=C(COC(=O)CNS(=O)(=O)c1ccccc1)Nc1ncc(Cl)cc1Cl,-3%,-5%,-12%,-17%,-12%,.,-2%[59 µM],.,-3%
CC(=O)c1ccc(O[C@@H]2O[C@H](CO)[C@@H](O)[C@H](O)[C@H]2O)cc1,.,25%,-7%,-18%,15%,.,.,.,-6%
CC(C)c1ccc(NC(=S)NN2CCOCC2)cc1,7%,3%,-9%,10%,2%,23%,12%[59 µM],3%,-10%[57.1 µM]
CCc1cccc(NC(=O)c2cnc(SC)nc2-c2ccccc2)c1,20%,.,-25%,-5%,-3%,-8%,3%[59 µM],-9%,15%
COc1cccc(C2CC(c3ccc(C)cc3)n3nc(N)nc3N2)c1 (configuration not stated),-9%,-4%,-24%,-15%,-11%,-2%,?,0%,-29%
CCC(C)C(NC(=O)C1CCC(C)CC1)C(=O)NCCc1ccc(S(N)(=O)=O)cc1 (configuration not stated),-5%,42%,-1%,-18%,?,-24%,1%,-2%,-14%
COc1ccc(C(=O)N2CCC[C@@]3(CCN(C(=O)Nc4cccc(F)c4)C3)C2)cc1,.,-3%,.,.,?,.,4%[12.7 µM],2%,.
Cn1cccc1CC(=O)NNC(=O)Nc1ccccc1F,-7%,-4%,-23%,11%,-4%,.,-3%[12.7 µM],.,-13%
CCc1nonc1NC(=O)COc1ccc(Cl)c(C)c1,-6%,-17%,-12%,-11%,9%,11%,.,-8%,28%
COC(=O)C1CC(C(=O)OC)C2C(C(=O)OC)CC(C(=O)OC)C12 (configuration not stated),.,.,-9%,29%,-9%,.,.,.,-6%
NS(=O)(=O)c1c(Sc2ccccc2C(=O)O)ccc2ccccc12,-3%,17%,5%,15%,1%,10%,.,-6%,-8%
O=C(Cc1ccc(Br)cc1)Nc1ncc([N+](=O)[O-])s1,50µM*,0%,?,?,-5%,?,28µM*,-11%,-26%
Oc1ccccc1N1CCN(c2ccc3ccccc3n2)CC1,-7%,-30%,-3%,79%[activator],-6%,-11%,4%,-5%,-12%
CNc1ccccc1C(C)(C)c1cc(-c2cc(C)cc(C)c2)no1,-33%,5%,-17%,-6%,-5%,1%,7%[59 µM],-2%,-1%
CCOC(=O)Cc1csc(SCC(=O)NC2CCC(C)CC2)n1 (configuration not stated),15%,-7%,-5%,12%,-12%,.,0%[0.501 µM],.,-1%
O=C(COc1ccc2ccccc2c1)N1CCN(C(=O)c2ccco2)CC1,13%,16%,0%,47%[activator],-22%,33%[activator],-37%,-2%,-10%
CN(C(=O)COC(=O)/C=C/c1cccs1)c1c(N)n(Cc2ccccc2)c(=O)[nH]c1=O,-16%,38%,-5%,-3%,4%,.,-48%,.,-2%
COc1ccc2nc(NCCNC(=S)NCCCN3CCOCC3)c(C#N)cc2c1,-3%,1%,-18%,30%,-7%,-20%,26%[59 µM],7%,4%
CCOc1cc(C(=O)NC(=S)Nc2ccc(Cl)c(C(=O)O)c2)cc(OCC)c1OCC,-26%,2%,2%,-15%,-13%,3%,40µM*,-4%,?
Cn1c(NCc2ccco2)nc2c1c(=O)n(Cc1ccc(Cl)cc1)c(=O)n2C,?,0%,?,?,-37%,?,-19%[12.7 µM],-16%,-29%
CC1Cc2ccccc2N1C(=O)CN1C(=O)NC2(CCCCC2)C1=O (configuration not stated),7%,4%,-11%,?,-2%,.,-14%[12.7 µM],.,-15%
CS(=O)(=O)C1=NSC2=NC(=O)/C(=C\c3ccc(OS(=O)(=O)c4ccccc4)cc3)C(=N)N21,50µM*,-5%,50µM*,-45%,3%,?,.,-10%,?
CCCCCC[n+]1c(-c2ccccc2)csc1Nc1ccccc1,18µM*,-3%,-20%,11%,-7%,-20%,16µM*,-7%,-11%
CCOC(=O)C1C(=O)NC(N2CCN(c3ccccc3)CC2)=NC1c1ccco1 (configuration not stated),4%,-1%,4%,?,-5%,-25%,-4%[12.7 µM],0%,-21%

# Printed as active in BAZ2B block (from the list above):
canonical_smiles	BAZ2B block	Pol eta inh	Pol iota inh	Pol kappa inh	POLB inh	G9a block	BLM inh	JMJD2A Tudor inh
CN(C)c1ccc(NS(=O)(=O)c2cc3c4c(c2)CC(=O)N4CCC3)cc1	45µM*	-3%	38%[activator]	-29%	65%	.	-3%	?
O=C(Cc1ccc(Br)cc1)Nc1ncc([N+](=O)[O-])s1	50µM*	?	?	-5%	?	28µM*	-11%	-26%
CS(=O)(=O)C1=NSC2=NC(=O)/C(=C\c3ccc(OS(=O)(=O)c4ccccc4)cc3)C(=N)N21	50µM*	50µM*	-45%	3%	?	.	-10%	?
CCCCCC[n+]1c(-c2ccccc2)csc1Nc1ccccc1	18µM*	-20%	11%	-7%	-20%	16µM*	-7%	-11%

# These rows are one share of the data; the hit share may differ from the screen's.
